# MBNL1-CUG inh: MBNL1-poly(CUG) RNA binding inhibition; Potency, µM (series often up to 57.5 µM), for inactives: top-dose activity change, negative = inhibition, hits mostly inhibitors; TR-FRET MBNL1-His/biotin-(CUG)12 binding, 665/545 ratio; Q9NR56; AID 2675; 0.036% of 280,000 active; active = well fitted inhibition curve with a large enough effect in the signal ratio, with a control signal flat, not every such curve was filed as active; inconclusive = small, poorly fitted or top-dose-only effect, or effect the other way, or a change in a side signal; inactive = no such curve, though single readings can be large or run the other way; the % refers to the signal ratio; note: potency is the fitted concentration of half-maximal effect; % is set by controls: 0 for no effect and ±100 for the full control effect
#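 TR-FRET between His-tagged MBNL1 and biotin-(CUG)12 RNA, detected with Tb anti-His antibody (0.055 ng/ul) and streptavidin-XL665 (5 nM), 60 min at room temperature. Compounds titrated 92 nM to 58 uM; 665/545 nm ratio normalized to buffer and complex controls.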
# TRPV1 ag: activates the human vanilloid receptor TRPV1 | Q8NER1 | 0.19% of 320,000 active | activation, % at 8.33 µM | TRPV1-expressing cells, Fluo-8 calcium influx, agonist mode; in the data active = activation above about 80%; inconclusive = between about 30% and that limit; note: 0% is about no effect
# Target sequence (Q8NER1 whole entry, looked up): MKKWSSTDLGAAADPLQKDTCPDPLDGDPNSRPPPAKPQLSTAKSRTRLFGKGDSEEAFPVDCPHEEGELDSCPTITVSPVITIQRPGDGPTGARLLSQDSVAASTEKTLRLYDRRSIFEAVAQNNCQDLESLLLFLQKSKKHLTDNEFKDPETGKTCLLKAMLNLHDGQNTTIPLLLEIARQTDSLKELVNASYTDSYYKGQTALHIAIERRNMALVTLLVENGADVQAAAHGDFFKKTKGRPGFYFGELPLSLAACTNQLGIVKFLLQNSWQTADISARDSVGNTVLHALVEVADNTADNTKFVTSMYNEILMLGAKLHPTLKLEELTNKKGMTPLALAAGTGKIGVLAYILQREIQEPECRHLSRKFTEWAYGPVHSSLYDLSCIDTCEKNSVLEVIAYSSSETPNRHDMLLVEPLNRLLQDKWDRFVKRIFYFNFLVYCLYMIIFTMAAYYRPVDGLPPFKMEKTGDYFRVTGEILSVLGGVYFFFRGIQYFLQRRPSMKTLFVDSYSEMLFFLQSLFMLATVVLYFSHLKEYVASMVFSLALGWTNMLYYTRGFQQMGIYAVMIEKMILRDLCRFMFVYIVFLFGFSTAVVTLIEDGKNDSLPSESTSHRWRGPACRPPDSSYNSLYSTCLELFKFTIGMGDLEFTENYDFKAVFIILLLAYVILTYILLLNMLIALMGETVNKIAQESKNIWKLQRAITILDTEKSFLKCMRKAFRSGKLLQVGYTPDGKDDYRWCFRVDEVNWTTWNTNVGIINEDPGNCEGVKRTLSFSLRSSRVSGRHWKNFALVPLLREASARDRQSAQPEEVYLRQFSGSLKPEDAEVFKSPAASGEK
#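 TRPV1-expressing cells were cultured overnight at 35.5C and loaded with Fluo-8 calcium dye for 40 to 90 min at room temperature. After a 10 s baseline, compound was added and calcium influx was read kinetically for 3 min (ex 480/em 520 nm).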
# A-T KAP1 phos: potential ataxia-telangiectasia treatments restoring KAP-1 phosphorylation | Potency, µM (doses to about 57.5 µM), without a hit: at the top dose activation, hits mostly activators | […] A-T fibroblasts, KAP-1 phosphorylation AlphaLISA; neocarzinostatin DNA damage 30 min before lysis | 0.19% of 320,000 active; note: potency is the fitted concentration of half-maximal effect; % of control where 0% means no effect; nearly all actives have a fitted effect of over 45% in size
#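 hTERT-immortalized A-T patient fibroblasts ([…]), 500 cells/well in OPTI-MEM, 1% FBS, got compounds for 60 min, then NCS for 30 min at 37C. Lysates were then assayed for phospho-KAP-1 by AlphaLISA (anti-pKAP1 donor, anti-KAP1 acceptor beads), 6 hr at 25C.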
# Coupling enz: counter-screen for Giardia aldolase inhibitors: coupling enzyme system | activity change, negative = inhibition, % at 58.2 µM, hits read low | 0.67% of 290,000 active | AID 2472 | coupling enzyme system counterscreen, AmpLite Red fluorescence; in the data active = activity change below about -30%; note: % is set by controls: 0 for no effect and ±100 for the full control effect
#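 Counterscreen of the coupled detection system alone, without aldolase: glyceraldehyde-3-phosphate coupling enzymes plus AmpLite Red readout. Compounds at 57.5 uM final, 10 min RT preincubation, 20 min RT reaction, fluorescence 525/598 nm.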
# CXXC DNA block: blocks binding of human MLL CXXC domain to DNA; Potency, µM (doses to about 115 µM), for inactives: top-dose activity change, negative = inhibition, actives largely listed as inhibitors; 0.037% of 290,000 active; MLL-CXXC / FITC-HOXA9 DNA fluorescence polarization; Q03164; active = well fitted inhibition curve with a large enough effect in the polarisation, with a control signal flat, not every such curve was filed as active; inconclusive = small, poorly fitted or top-dose-only effect, or effect the other way, or a change in a side signal; inactive = no such curve, though single readings can be large or run the other way; the % refers to the polarisation; note: potency is the fitted concentration of half-maximal effect
#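 Fluorescence polarization: 7 uM MLL-CXXC (stock) preincubated 5 min with compounds, then 50 nM fluorescein-HOX-A9 DNA (stock) added; 30 min ambient. Buffer 50 mM Tris-HCl pH 7.5, 50 mM NaCl, 1 mM DTT, 0.05% BSA.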
# ASM inhibitor: human S-ASM enzyme inhibition | 0.006% of 340,000 active | placental ASM, HMU-PC fluorogenic substrate, 60 min | P17405 | Potency, µM (doses to about 57.5 µM), without a hit: at the top dose activity change, negative = inhibition, most hits filed as inhibitors; note: potency is the fitted concentration of half-maximal effect
#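 Human placenta-derived ASM preincubated with compound 10 min at room temperature, then reacted with 9 uM (final) fluorogenic HMU-PC substrate for 60 min at 37 C. Stop solution raises pH to 10; fluorescence read at Ex 386/Em 447 nm.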
# * hit, by the source's call; ? = inconclusive; · = no result given; & = joins results of further samples; [ ] = another dose, or the depositor's remark. Unless noted, calls come from the whole dose curve; as a rule, active = well fitted curve in the direction sought with a large enough effect; inconclusive = small, poorly fitted or top-dose-only effect, or another doubt; inactive = no such curve, though single readings can be large; an effect the other way counts as inactive or inconclusive. Not all compounds are listed (hit frequency here may not be typical).
SMILES,MBNL1-CUG inh,TRPV1 ag,A-T KAP1 phos,Coupling enz,CXXC DNA block,ASM inhibitor
OCC1OC(O)C(O)C(O)C1O (centres undefined),·,·,·,2,2%,·
COc1ccc(CN(CCN(C)C)c2ncccn2)cc1,·,·,·,6,-3%,·
CC[C@@H]1OC(=O)[C@H](C)[C@H](O[C@@H]2C[C@](C)(OC)[C@H](O)[C@H](C)O2)[C@H](C)[C@H](O[C@@H]2O[C@@H](C)C[C@@H](N(C)C)[C@@H]2O)[C@](C)(O)C[C@H](C)C(=NOCOCCOC)[C@H](C)[C@H](O)[C@]1(C)O,·,·,·,2,-1%[51.4 µM],·
O=c1cc(-c2ccccc2)[nH]c2nc(Cl)ccc12,?,·,·,·,17%,·
Nc1nc(SCc2ccc([N+](=O)[O-])cc2)c2ncn([C@@H]3O[C@H](CO)[C@H](O)[C@H]3O)c2n1,?,·,·,·,-2%,·
O=Nc1c(-c2c(O)[nH]c3ccccc23)[nH]c2ccccc12,?,·,·,-6,?,·
c1ccc2nc(C3=NCCN3)ccc2c1,?,·,·,5,2%,·
Cc1ccc([N+](=O)[O-])cc1S(=O)(=O)N(C)C,?,·,·,-2&3,-10%&0%,·
Nc1ccc(-c2ccc3ccccc3n2)cc1,?,·,·,-4,-6%,·
CN(C)c1ccc(/C=C2\C(=O)Nc3ccccc32)cc1,?,·,·,-3,0%,·
COc1cccc(-c2cc(=O)c3ccccc3o2)c1N,?,·,·,-3,0%,·
CC1(C)CCC2=C(O1)c1ccccc1C(=O)C2=O,?,·,·,-56*,8%,·
O=C1NC(Cc2ccc(O)cc2)c2nc3ccccc3c(=O)n2-c2cc(Cl)ccc21 (centres undefined),·,·,-4%,·,·,·
CC(=O)N[C@@H](Cc1ccc(O)cc1)C(=O)N[C@H](C(=O)N[C@@H](C)C(=O)N[C@H](C#N)CC(=O)O)C(C)C,·,·,4%,·,·,·
O=S(=O)(c1ccc2c(c1)OCCO2)N1CCN(S(=O)(=O)c2ccc3c(c2)OCCO3)CC1,·,·,6%,·,·,·
O=C(COC(=O)c1cncc(Br)c1)NC12CC3CC(CC(C3)C1)C2,·,·,-6%,·,·,·
N#Cc1nc(-c2cccc3ccccc23)oc1NCC#CCOC(=O)c1cccs1,·,·,17%,·,·,·
CCOC(=O)[C@H]1[C@H]2COc3cc(OC)ccc3[C@@H]2N2C(=O)[C@@H](CO)NC(=O)[C@@]12C,·,·,3%,·,·,·
Cn1c2cc(B(O)O)sc2c2cnn(Cc3c(F)cccc3Cl)c(=O)c21,·,·,-10%,·,·,·
Cn1c2cc(Br)sc2c2cnn(Cc3c(F)cccc3F)c(=O)c21,·,·,11%,·,·,·
CC(=O)NC(c1ccco1)c1cc(Cl)c2ccc(N(C)C)nc2c1O (centres undefined),·,·,-2%,·,·,·
COc1ccc2nc3n(c(=O)c2c1)-c1cc(C)ccc1C(=O)NC3Cc1ccc(O)cc1 (centres undefined),·,·,6%,·,·,·
O=C1NC(Cc2ccc(O)cc2)c2nc3cc(F)ccc3c(=O)n2-c2cc(Cl)ccc21 (centres undefined),·,·,2%,·,·,·
Cc1cc2c(s1)c1c(n2C)C(=O)N(Cc2ccccc2F)C1,·,·,5%,·,·,·
CC(=O)N[C@H](C(=O)N[C@@H](C)C(=O)N[C@H](C#N)CC(=O)O)C(C)C,·,·,17%,·,·,·
OCc1cn(Cc2ccc(O)c3ncccc23)cn1,·,·,-6%,·,·,·
Cn1c2cc(Br)sc2c2cnn(Cc3ccc(F)cc3)c(=O)c21,·,·,7%,·,·,·
O=C(OCC#CCNc1nnc(-c2cccc3ccccc23)o1)c1cccs1,·,·,-2%,·,·,·
Oc1ccc(CNCc2ccc3c(c2)OCO3)c2cccnc12,·,·,-8%,·,·,·
CC(C)CC1NC(=O)c2ccc(Cl)cc2-n2c1nc1ccc(F)cc1c2=O (centres undefined),·,·,11%,·,·,·

# Record cards, from the list above.
# OCc1cn(Cc2ccc(O)c3ncccc23)cn1 in the list: MBNL1-CUG inh: ·; TRPV1 ag: ·; A-T KAP1 phos: -6%; Coupling enz: ·; CXXC DNA block: ·; ASM inhibitor: ·
# Cn1c2cc(Br)sc2c2cnn(Cc3ccc(F)cc3)c(=O)c21 in the list: MBNL1-CUG inh: ·; TRPV1 ag: ·; A-T KAP1 phos: 7%; Coupling enz: ·; CXXC DNA block: ·; ASM inhibitor: ·
# O=C(COC(=O)c1cncc(Br)c1)NC12CC3CC(CC(C3)C1)C2 in the list: MBNL1-CUG inh: ·; TRPV1 ag: ·; A-T KAP1 phos: -6%; Coupling enz: ·; CXXC DNA block: ·; ASM inhibitor: ·

# Later entries.
SMILES,MBNL1-CUG inh,TRPV1 ag,A-T KAP1 phos,Coupling enz,CXXC DNA block,ASM inhibitor
Cc1ccc2c(c1)-n1c(nc3ccccc3c1=O)C(Cc1ccccc1)NC2=O (centres undefined),·,·,-1%,·,·,·
CC(C)CC1NC(=O)c2ccccc2-n2c1nc1ccc(Cl)cc1c2=O (centres undefined),·,·,9%,·,·,·
Cc1ccc2c(c1)-n1c(nc3ccc(C)cc3c1=O)C(Cc1ccc(O)cc1)NC2=O (centres undefined),·,·,1%,·,·,·
c1cncc(CNc2ncnc3ccc(-c4ccco4)cc23)c1,·,·,8%,·,·,·
C=C1/C=C(\C)[C@](C)(O)C[C@H](O)CC(=O)[C@H](O)[C@@H](O)[C@H](C)C[C@H](C)OC(=O)/C(C)=C/CC/C=C/[C@@H]2O[C@H]2C[C@H](C)C1,·,·,-2%,·,·,·
O=C(NCc1cc(C(F)(F)F)ccc1Cl)c1cccc2c1C(=O)c1ccc(Cl)cc1S2(=O)=O,·,·,0%,·,·,·
Nc1ccc(Nc2cc(O)c3ncccc3c2)cc1,·,·,5%,·,·,·
Cc1ccc2nc3n(c(=O)c2c1)-c1ccccc1C(=O)NC3Cc1ccc(O)cc1 (centres undefined),·,·,-2%,·,·,·
Cc1ccc2c(c1)-n1c(nc3ccc(Cl)cc3c1=O)C(CC(C)C)NC2=O (centres undefined),·,·,-2%,·,·,·
CC(C)CC1NC(=O)c2cc(Cl)ccc2-n2c1nc1cc(F)ccc1c2=O (centres undefined),·,·,-3%,·,·,·
Cc1ccc2c(c1)-n1c(nc3ccc(C)cc3c1=O)C(Cc1ccccc1)NC2=O (centres undefined),·,·,-9%,·,·,·
Cc1ccc2c(c1)-n1c(nc3cc(C)ccc3c1=O)C(Cc1ccccc1)NC2=O (centres undefined),·,·,-5%,·,·,·
NC(=O)c1ccc(C[C@H](C(=O)O)N2C(=O)c3ccc(C(=O)O)cc3C2=O)cc1,·,·,-9%,0,·,·
Cc1ccc(C[C@H](C(=O)O)N2C(=O)c3ccc(C(=O)O)cc3C2=O)cc1,·,·,14%,6,·,·
CC(C)(C)c1ccc(C[C@H](C(=O)O)N2C(=O)c3ccc(C(=O)O)cc3C2=O)cc1,·,·,-3%,23,·,·
NC(=O)c1ccccc1C[C@H](C(=O)O)N1C(=O)c2ccc(C(=O)O)cc2C1=O,·,·,-2%,-1,·,·
Cc1noc(C)c1-c1ccc2ncnc(NCc3cccc(-c4ccccc4)c3)c2c1,·,·,5%,-3,·,·
Cc1ccccc1C[C@H](C(=O)O)N1C(=O)c2ccc(C(=O)O)cc2C1=O,·,·,0%,-2,·,·
O=C(O)c1ccc(S(=O)(=O)N[C@@H](Cc2ccc(O)cc2)C(=O)O)cc1,·,·,1%,0,·,·
COc1ccc(C[C@@H](NS(=O)(=O)c2ccc(C(=O)O)cc2)C(=O)O)cc1,·,·,-4%,2,·,·
Cn1cc(C[C@H](C(=O)O)N2C(=O)c3ccc(C(=O)O)cc3C2=O)c2ccccc21,·,·,-3%,-1,·,·
Cc1cccc(C[C@H](C(=O)O)N2C(=O)c3ccc(C(=O)O)cc3C2=O)c1,·,·,4%,1,·,·
O=C(O)c1ccc(S(=O)(=O)N[C@H](Cc2c[nH]c3ccccc23)C(=O)O)cc1,·,·,19%,0,·,·
O=C(O)c1ccc2c(c1)C(=O)N([C@H](Cc1ccc3ccccc3c1)C(=O)O)C2=O,·,·,-7%,10,·,·
O=C(O)c1ccc2c(c1)C(=O)N([C@H](Cc1ccc(F)cc1)C(=O)O)C2=O,·,·,2%,1,·,·
COc1cc(-c2cc[n+](C)cc2)ccc1O,·,·,·,·,·,0%
CC1(C)c2[nH]c3ccccc3c2C[C@H]2C(=O)N(Cc3cccc(F)c3)C(=O)N21,·,·,·,·,·,-18%
CC1(C)c2[nH]c3ccccc3c2C[C@@H]2C(=O)N(Cc3ccccc3F)C(=O)N21,·,·,·,·,·,-3%
O=C1Nc2cc(Cl)ccc2Nc2cscc21,·,·,·,·,·,-2%
CC(C)(C)n1nc(Cc2cccc3ccccc23)c2c(N)ncnc21,·,·,·,·,·,-15%
COc1cccc(-c2nc(-c3ccc(C(=O)O)cc3)no2)c1,·,·,·,·,·,5%
COc1ccc2c(c1)CCNC2Cc1ccc(OC)c(O)c1 (centres undefined),·,·,·,·,·,33%[activator]
CC(C)n1nc(Cc2cccc3ccccc23)c(C#N)c1N,·,·,·,·,·,3%
Cn1c(=O)c(N=O)c(N)n(Cc2ccccc2)c1=S,·,·,·,·,·,4%
CN(C)CCCN1c2ccc([N+](=O)[O-])cc2CCc2cc([N+](=O)[O-])ccc21,·,·,·,·,·,-2%
COc1ccc(Cl)cc1Nc1nc(NCCO)nc(N2CCCCC2)n1,·,·,·,·,·,-20%
COc1c(O)cccc1[C@@H](O)C1CCN(CCc2ccc(F)cc2)CC1,·,·,·,·,·,4%
O=C(O)c1ccc(-c2noc(-c3cccc(F)c3)n2)cc1,·,·,·,·,·,-2%
CC(C)(C)Oc1ccccc1Nc1nc(NCCO)nc(N2CCCC2)n1,·,·,·,·,·,1%
Cn1nc(Cc2cccc3ccccc23)c(C#N)c1N,·,·,·,·,·,4%
COc1ccc(CN2C(=O)[C@@H]3Cc4c([nH]c5ccccc45)C(C)(C)N3C2=O)cc1,·,·,·,·,·,-9%
COc1ccccc1CN1C(=O)[C@H]2Cc3c([nH]c4ccccc34)C(C)(C)N2C1=O,·,·,·,·,·,10%
COc1cc(F)c(C(=O)NC(C)(C)CO)cc1OC,·,·,·,·,·,3%
O=C(CCCCCCC(=O)Nc1ccccc1)NO,·,·,·,·,·,-1%
Cc1noc(C)c1-c1ccc2nc[nH]c(=O)c2c1,·,·,·,·,·,8%
O=C(CSc1nc2ccsc2c(=O)n1-c1ccc(Br)cc1)NCc1ccccc1,·,1,·,·,·,·
CCCCCCC1(C)NC(c2ccc3c(c2)OCO3)=CC(c2cc(Br)ccc2O)N1 (centres undefined),·,8,·,·,·,·
O=C(COc1ccccc1Cl)Nc1ccc(-c2nc3ccccc3s2)cc1,·,0,·,·,·,·
